# Assay outcomes deposited in PubChem by several laboratories.
# PP5 inh: blocks human protein phosphatase 5 activity; inhibition, % at 6.7 µM; P53041; hit rate 0.18% among 320,000; purified PP5c, OMFP substrate fluorescence;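 active means inhibition above the campaign's mean inhibition across all tested compounds plus 3 SD, cut at about 9.5% in these data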;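 further: 0% = DMSO only and 100% = 100 µM cantharidin control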
# TPT1 inh: blocks Candida albicans tRNA 2'-phosphotransferase; recombinant caTPT1, FP RNA substrate dephosphorylation; inhibition, % at 5 µM; hit rate 0.81% among 300,000;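 active means inhibition above the mean of all tested compounds plus 3 SD, set per screening campaign, cut at about 24% in these data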;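 further: plate controls were DMSO alone for no effect and ferristatin control at 100 nM for full effect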
# LYPLA2 inh: blocks human lysophospholipase 2, a PME1 counter-screen | O95372 | recombinant LYPLA2, FP-Rh probe fluorescence polarization | inhibition, % at 5.9 µM | hit rate 0.38% among 320,000 | AID 2177;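 active means inhibition above the screen-wide mean plus 3 SD, limit set per campaign, cut at about 26% in these data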;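 further: 0% = LYPLA2 with DMSO and 100% = wells lacking LYPLA2 enzyme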
# Target sequence (O95372 whole entry, looked up): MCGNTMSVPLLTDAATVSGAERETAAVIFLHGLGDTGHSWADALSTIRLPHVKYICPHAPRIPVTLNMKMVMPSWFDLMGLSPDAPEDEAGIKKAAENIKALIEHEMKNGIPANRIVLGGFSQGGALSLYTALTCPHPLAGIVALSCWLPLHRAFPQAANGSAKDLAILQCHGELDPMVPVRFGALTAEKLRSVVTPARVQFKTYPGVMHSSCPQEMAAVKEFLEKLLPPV
# PP1 inh: PP1-alpha (human) inhibition in PP5 counter-screen. P62136. purified PP1alpha, OMFP fluorescence. inhibition, % at 6.7 µM. hit rate 0.9% among 320,000. AID 2235;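 active means inhibition above the mean inhibition of all tested compounds plus 3 SD, computed separately for each screening campaign, cut at about 15% in these data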
# PREPL inh: inhibits the human prolyl oligopeptidase-like enzyme; inhibition, % at 5.96 µM; Q4J6C6; hit rate 0.68% among 320,000; recombinant PREPL, fluorescence polarization activity-based probe; in the data active means inhibition above about 43%;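 further: 0% = enzyme with DMSO and 100% = wells lacking enzyme; many of its hits are not listed in these tables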
# Target sequence (Q4J6C6 whole entry, looked up): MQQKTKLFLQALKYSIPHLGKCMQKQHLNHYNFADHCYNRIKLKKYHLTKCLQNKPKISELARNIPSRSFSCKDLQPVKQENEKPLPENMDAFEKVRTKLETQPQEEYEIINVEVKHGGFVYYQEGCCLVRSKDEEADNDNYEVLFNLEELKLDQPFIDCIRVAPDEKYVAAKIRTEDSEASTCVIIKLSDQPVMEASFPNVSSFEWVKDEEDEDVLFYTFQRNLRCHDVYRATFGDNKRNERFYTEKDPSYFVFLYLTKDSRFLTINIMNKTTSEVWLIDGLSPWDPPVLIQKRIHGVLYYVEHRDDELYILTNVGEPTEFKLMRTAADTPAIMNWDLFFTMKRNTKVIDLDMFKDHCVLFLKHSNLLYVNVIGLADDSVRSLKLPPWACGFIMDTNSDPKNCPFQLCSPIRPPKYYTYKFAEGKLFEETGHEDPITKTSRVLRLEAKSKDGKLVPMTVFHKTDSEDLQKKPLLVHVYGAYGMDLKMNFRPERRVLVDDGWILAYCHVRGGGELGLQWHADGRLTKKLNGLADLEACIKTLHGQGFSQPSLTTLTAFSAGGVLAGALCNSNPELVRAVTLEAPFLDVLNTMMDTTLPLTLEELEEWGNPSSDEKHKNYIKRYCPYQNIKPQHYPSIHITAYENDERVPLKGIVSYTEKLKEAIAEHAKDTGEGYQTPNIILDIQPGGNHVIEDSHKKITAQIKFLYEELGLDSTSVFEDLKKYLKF
# Efflux pump inh: blocks antifungal efflux pumps in multiplex yeast assay. S. cerevisiae Candida pump triplex, Nile Red efflux. hit rate 0.44% among 330,000. inhibition, % at 10 µM. AID 485275;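 active means plate passing quality check with inhibition over a set limit, or well fluorescence over plate mean plus 4 SD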;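 further: Nile Red retained in pooled yeast measured as flow cytometry median fluorescence; 0% = buffer negative control and 100% = Enniatin B positive control; higher means more Nile Red kept so more efflux inhibition; some compounds called inactive have numbers as strong as hits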
# Fh CTSL1 inh: cathepsin L1 inhibition, PFM18AAP counter-screen; AID 1906; recombinant F. hepatica cathepsin L1, Z-Leu-Arg-MCA fluorescence; hit rate 0.49% among 300,000; inhibition, % at 5.96 µM;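 active means inhibition above the mean of all tested compounds plus 3 SD, set per screening campaign, cut at about 17% in these data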;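 further: 0% = plate median of test compound wells and 100% = 1 µM Z-Phe-Ala-diazomethylketone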
# HCV core dimer: HCV core protein dimerization inhibition. TR-FRET GST/Flag-core106 dimerization, 1536-well. inhibition, % at 5 µM. hit rate 0.33% among 300,000. AID 1899;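 active means inhibition above the mean of all tested compounds plus 3 SD, set per screening campaign, cut at about 45% in these data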
#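 Assay system: Tagged HCV core106 pair (GST and Flag) | Buffer or medium: KF-containing HEPES buffer, pH 7.45, DTT, CHAPS, BSA | Also added: Eu donor and XL665 acceptor anti-tag antibodies | Dosing: One concentration, 5 µM, in 0.5% DMSO | Timing: 4 h at 22.5 °C | Technique: TR-FRET 671 and 617 nm emission | Repeats: Singlicate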
# JMJD2C inh: human JMJD2C demethylase inhibition; Q9H3R0; hit rate 0.069% among 330,000; inhibition, % at 2.35 µM; GST-JMJD2C(1-420) H3K9me3 demethylation, DELFIA europium;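 active means more than half of a compound's replicate wells show inhibition beyond 50%, single wells judged on their own value; inconclusive means some, but no more than half, of replicates pass 50% inhibition; inactive means no replicate passes 50% inhibition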;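 further: signal counts dimethyl H3K9 product captured on neutravidin plate; 0% = median of DMSO wells and 100% = 0.3 times that DMSO median; strong numbers were not always called active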
# Starred values were filed as active, the others as inactive; u = inconclusive; x = not tested or not shown; & = joins results of further samples.
SMILES	PP5 inh	TPT1 inh	LYPLA2 inh	PP1 inh	PREPL inh	Efflux pump inh	Fh CTSL1 inh	HCV core dimer	JMJD2C inh
O=C(N/N=C/c1ccc(-c2ccccc2)o1)c1ccccc1O	-2.6	-4	-4	0	23	-0.1	4	-8	-8
CCCC/C=C/C(NC(=O)CCc1ccccc1)c1ccccc1 (stereo not given)	3.5	1	2	8	1	0.0	5	1	-4
O=C(COc1ccccc1)Nc1nnc(-c2ccccc2Cl)o1	2.9	2	3	23*	4	0.2	0	-1	1
CC(=O)N1CCc2cc(C(=O)CN3CCN(C(=O)c4ccco4)CC3)ccc21	1.6	2	6	1	9	0.0	6	0	4
Cc1ccc2nc(Cl)c(CN(C(=O)c3cnccn3)C3CCCCC3)cc2c1	0.8	2	8	0	-2	0.0	0	-1	5
COc1ccccc1CN1CCC(n2nccc2NC(=O)CCc2ccccc2)CC1	-2.2	-1	-7	-2	12	-0.1	-1	4	-9
O=C(NCCc1ccc(Cl)cc1)C1CC(=O)N(CCc2ccccc2)C1 (stereo not given)	0.8	0	2	-6	-2	0.1	-1	-2	6
COC(=O)C(O)(CC(=O)Nc1ccc(Cl)cc1F)C(F)(F)F (stereo not given)	1.5	-4	5	-3	-3	0.0	-1	5	-16
COc1ccc(OCC(=O)OCC(=O)N2CC(=O)Nc3ccccc32)cc1	-1.8	0	1	-3	-1	0.0	-9	1	3
O=C(NNc1ccccc1)C(=O)NNS(=O)(=O)c1ccc([N+](=O)[O-])cc1	1.2	-4	7	-2	-4	-0.4	-1	-4	0
O=C1C2CC=CCC2C(=O)N1c1ccc(NCCc2cccc(F)c2)c([N+](=O)[O-])c1 (stereo not given)	2.4	-1	1	-4	-13	0.1	3	7	-33
CC(/C=C/c1ccco1)=N\NC(=O)c1cc(Cl)ccc1O	0.9	7	0	2	4	0.0	3	4	-26
CC(C)Sc1cc(N2CCCC2)nc(-c2ccc(F)cc2)n1	1.0	-6	3	-8	3	0.3	6	-4	0
CCOc1ccc(N2C(=O)CC(NC3CCN(C(=O)c4ccc(F)cc4)CC3)C2=O)cc1 (stereo not given)	3.8	-5	1	1	15	0.0	1	-16	-10
CC(C)C(NC(=O)c1ccco1)C(=O)NCC(c1ccco1)N(C)C (stereo not given)	-2.4	0	-2	-1	-2	0.1	63*	1	-3
COc1ccc(C2=NO[C@@H]3C(=O)N(c4ccc5c(c4)OCCO5)C(=O)[C@H]23)cc1OC	0.8	0	-9	2	-3	0.0	2	0	-2
CCN(CC(=O)Nc1c(F)cccc1F)C(=O)C1=COCCO1	-0.5	1	-1	-2	7	-0.1	3	2	3
COc1ccc(CNC(=O)CCC(=O)Nc2nnc(C(C)C)s2)cc1	2.3	-2	1	-4	-4	0.0	-2	-3	-4
O=C(c1ccccc1)N1CCN(C(=O)c2ccc3c(c2)OCO3)CC1	0.7	-3	0	-1	1	-0.1	0	1	1
Cc1nc([N+](=O)[O-])c(C(=O)OCc2ccccc2C#N)n1C	-2.9	1	1	-3	-3	-0.1	-1	-3	-3
CCCCn1c(N)c(N(CCC(C)C)C(=O)CSc2nnc3ccccn23)c(=O)[nH]c1=O	1.8	1	9	3	11	0.0	2	-3	-1
COc1ccc(/C=N/NC(=O)c2cccnc2)cc1CSc1ccccn1	1.3	-4	-3	-1	-20	0.1	-13	1	-10
CC(OC(=O)c1ccc2ncsc2c1)C(=O)N(C)C1CCCCC1 (stereo not given)	-0.6	x	0	2	11	-0.2	x	x	-2
CCOc1cc(C(=O)CCC(=O)OCC(=O)NC(=O)NCC(C)C)ccc1O	-0.3	-1	2	1	0	-0.1	-43	0	0
COc1ccc(Cl)cc1NC(=S)N1CCN(C(=O)c2ccco2)CC1	2.1	-4	8	-5	5	-0.2	0	-3	2
O=C(c1ccc2c(c1)OCO2)N1CCN=C1SCc1cccnc1	3.0	-5	6	-2	12	-0.2	0	1	-16
CCCOc1ccc(NC(=O)CC2C(=O)Nc3ccccc3N2CC(=O)N2CCCC2)cc1 (stereo not given)	-1.5	x	-3	-4	18	-0.1	x	x	0
COc1cc(/C(C)=N/NC(=O)c2cccc(S(=O)(=O)N3CCCC3)c2)cc(OC)c1OC	-7.6	-9	0	3	8	-0.1	3	-19	6
O=C(Nc1ccc2c(c1)N(S(=O)(=O)c1cccs1)CCC2)c1c(F)cccc1Cl	0.7	-1	-19	-8	-15	0.0	-2	6	u
O=C(COC(=O)C12CC3CC(CC(C3)C1)C2)Nc1ccc2[nH]c(=O)[nH]c2c1	0.9	-4	10	-2	15	-1.2	1	3	-4
Cc1ccsc1/C=N/NC(=O)C(N)=O	0.0	-1	-2	6	2	0.1	-1	-3	-7
O=C(NC1CCCC1)C(c1cccnc1)N(CCc1ccccc1)C(=O)c1ccco1 (stereo not given)	-11	-1	-4	10	16	-0.1	6	-2	-6
CCCCNC(=S)Nc1ccc2nc3n(c(=O)c2c1)CCCCC3	3.7	0	-1	-7	11	0.0	-2	-9	6
CCCCCN=C(N)N/N=C/c1c[nH]c2ccc(OC)cc12	2.4	-4	5	14	80*	0.2	4	-1	-23
Cc1ccccc1NC(=O)COC(=O)C1=COCCO1	2.1	x	6	1	-1	-0.2	x	x	x
CC(C)N(CCO)C(=O)CCc1nnc(Cc2cccc(C(F)(F)F)c2)o1	-7.7	3	-2	-8	15	0.3	-3	-5	0
COc1ccc(F)cc1CN1CCN(CC(=O)N2CCc3ccccc32)CC1	2.8	-1	-5	0	-10	0.4	-5	1	-10
CC(=O)N(Cc1ccccc1C)c1cccc(C)c1C	2.8	0	1	2	-10	0.0	0	-1	-16
O=C(NCCCN1CCCC1)Nc1ccc(F)cc1	-0.5	-4	-5	-1	9	0.0	1	1	-11
CCCOC(=O)c1c(-c2ccccc2)nc(CC)c(C(=O)SCC)c1CCC	3.3	-2	7	-5	12	0.0	2	-12	x
CCCN(CCC)C(C(=O)Nc1cccc(OC)c1)c1ccccc1 (stereo not given)	2.5	4	1	4	-7	0.2	0	5	19
CCN(C(=O)CSc1nc2cc(S(=O)(=O)N(CC)CC)ccc2o1)C1CCS(=O)(=O)C1 (stereo not given)	-0.1	1	3	-3	1	0.1	-6	1	7
CC(NS(=O)(=O)c1ccc(Br)cc1)C(N)=O (stereo not given)	-1.1	-5	-5	-2	1	0.0	-1	4	-2
CC1CC(C)CN(S(=O)(=O)c2ccc(C(=O)Nc3nnc(-c4cccs4)o3)cc2)C1 (stereo not given)	2.9	-3	-9	11	5	0.3	-1	17	10
Cc1ccc(N2CCN(C(=O)C3CCCN(c4ncnc5c4nc4n5CCCCC4)C3)CC2)c(C)c1 (stereo not given)	2.0	0	-4	1	10	-0.1	4	-12	19
CCCN1CCC(=O)N([C@H](CSc2ccc(Br)cc2)c2ccccc2)CC1	0.5	-3	-3	-1	-6	0.0	-2	-3	3
COc1ccc(CSCC(=O)N/N=C/c2ccc(OCC(=O)NCc3ccco3)cc2)cc1	1.4	-4	-2	-1	-17	0.0	1	2	10
COc1ccc(-c2nn(-c3ccccc3C)cc2CNCCc2cnc[nH]2)cc1F	-0.5	-2	-8	0	2	0.0	-1	-29	1
O=C(NCCN1CCOCC1)/C(=C\c1ccc(Br)cc1)NC(=O)c1cccs1	-2.6	-1	-4	-2	0	0.1	-1	2	-7
CCc1ccc(NC(=O)CCC(=O)N2CCSc3ccccc32)cc1	4.3	-3	-2	-2	8	-0.4	3	0	-1
CCOc1cccc(=O)c2c(C)n(Cc3ccco3)c(C)c12	-0.2	9	5	4	21	-0.1	3	17	-2
O=C(CN1CCN(C(=O)C2CCC2)CC1)Nc1ccc(F)cc1	-1.1	x	-1	-1	2	-0.2	x	x	3
C=CCNC(=S)Nc1ccc(N2CCOCC2)c(S(=O)(=O)Nc2ccccc2Cl)c1	-0.1	1	-8	-1	12	-0.1	2	5	32
O=C(COc1cccnc1[N+](=O)[O-])N1CCN(S(=O)(=O)c2ccc3ccccc3c2)CC1	2.9	-3	15	2	18	1.0	-4	-7	-14
Cc1nn(C)c(=O)c(N)c1-c1cc(-c2ccc(Cl)c(Cl)c2)n[nH]1	-1.9	-1	-3	-2	16	-0.1	-2	-1	-8
COc1ccccc1C(C)NC(=O)c1ccccc1SCC(=O)N1CCCC1 (stereo not given)	-1.1	0	9	1	1	-0.1	5	1	-12
COc1ccc(-c2ccc(SCC(=O)NCc3ccco3)nn2)cc1	2.8	-4	3	4	-6	0.5	0	-1	-23
CC(C)(C)c1ccc(/C=C2\Oc3cc(OC(=O)N4CCOCC4)ccc3C2=O)cc1	-0.5	0	0	3	-7	0.1	3	-3	4
COC(=O)c1ccccc1NC(=O)NCc1cccnc1	-0.8	1	0	-3	7	0.1	-2	-10	-2
CCOC(=O)N1CCN(C(=O)COc2ccc(S(=O)(=O)Nc3ccc(OCC)cc3)cc2)CC1	-0.7	-1	0	-2	-22	-0.1	-1	-3	0&-3

# Next compounds follow:
SMILES	PP5 inh	TPT1 inh	LYPLA2 inh	PP1 inh	PREPL inh	Efflux pump inh	Fh CTSL1 inh	HCV core dimer	JMJD2C inh
COc1cccc(C(=O)Nn2c(-c3cccs3)nc3ccccc3c2=O)c1OC	3.3	0	-1	-3	7	0.1	-2	-3	-15
CCOC(=O)c1ccc(NC(=O)CN(C)S(=O)(=O)c2ccc(Br)s2)cc1	7.2	-1	-7	4	4	0.6	-1	0	10
O=C(CCC(=O)c1cccs1)NCc1cccc(Cl)c1	-2.6	-1	7	-4	0	-0.1	0	-2	5
CC1CCN(C(c2cc3cc4c(cc3[nH]c2=O)OCO4)c2nnnn2CC2CCCO2)CC1 (stereo not given)	-0.6	0	4	-4	6	-0.3	0	2	-29
CN(C)CCN1C(=O)C(=O)/C(=C(/O)c2ccc(S(=O)(=O)N3CCOCC3)cc2)C1c1ccc(Br)cc1 (stereo not given)	3.4	-2	1	-2	2	2.2	2	-3	-4
Cc1[nH]n(-c2ccccc2)c(=O)c1C=NC1CCCCC1	2.1	-2	7	-5	1	0.0	1	3	-5
CCc1ccc(Cn2nnc(C(=O)NCc3ccccc3OC)c2N)cc1	-2.7	-1	0	0	11	-0.1	2	-2	-5
O=C(/C=C/c1ccc2c(c1)OCO2)Nc1ccc(Cl)cn1	-1.5	-7	-1	2	7	-0.1	2	20	-1
O=C(CS(=O)Cc1ccccc1Cl)Nc1ccccc1Cl (stereo not given)	3.3	3	-12	0	-9	0.2	-5	3	15
Cc1cccc(OCc2nnc(SCC(=O)N3CCc4ccccc43)n2C)c1	4.4	-1	1	-3	-4	0.0	-1	2	-2
C=CCc1cccc2cc(C(=O)NC3=C(C#N)CCC3)c(=O)oc12	-1.8	1	-1	0	8	0.1	7	8	-5
Cc1ccc(S(N)(=O)=O)cc1NC(=O)c1ccc2c3c(cccc13)CC2	1.9	-4	-3	0	15	0.0	5	-8	-6
CN(C(=S)NC(=O)C1CC1)c1ccc(O)cc1	1.8	x	8	2	10	-0.1	x	x	4

# Not all compounds are listed; the hit share may differ from the screen's.
